# Source: PubChem
# IDH1 R132H inh = qHTS for Inhibitors of mutant isocitrate dehydrogenase 1 (IDH1): qHTS; IDH1-R132H enzyme, NADPH consumption, diaphorase/resazurin fluorescence; Potency, µM (titrated, usually from 76.6 µM), inactives show at the highest dose activity change, negative = inhibition, most hits filed as inhibitors; actives 0.093% (n = 390,000); AID 602179, 2012; further: potency means the concentration at half of the fitted maximal effect; on the % scale 0 is the no-effect control and ±100 the full control effect; nearly all actives have a fitted effect of over 65% in size
#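 IDH1-R132H (0.5 ug/mL dispensed) in pH 7.5 Tris buffer was preincubated 30 min with compound, then given a substrate mix of 0.016 mM NADPH and 2 mM alpha-KG for 80 min at room temperature; remaining NADPH was read by diaphorase/resazurin fluorescence.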
# RXFP1 ag = qHTS Assay for Agonists of the Relaxin Receptor RXFP1 | Relaxin receptor 1 (Homo sapiens), Q9HBX9 | HEK293T-RXFP1 cAMP TR-FRET, 30 min; response scale: percent of porcine relaxin response, buffer zero | Potency, µM (doses to about 57.5 µM), for inactives: at the top dose activation, most hits filed as activators | actives 0.3% (n = 370,000) | AID 2676, 2010; further: potency means the concentration at half of the fitted maximal effect; on the % scale 0 is the no-effect control and ±100 the full control effect; nearly all actives have a fitted effect of over 60% in size; many of its hits are not listed in these tables
# Target sequence (Q9HBX9 whole entry, looked up): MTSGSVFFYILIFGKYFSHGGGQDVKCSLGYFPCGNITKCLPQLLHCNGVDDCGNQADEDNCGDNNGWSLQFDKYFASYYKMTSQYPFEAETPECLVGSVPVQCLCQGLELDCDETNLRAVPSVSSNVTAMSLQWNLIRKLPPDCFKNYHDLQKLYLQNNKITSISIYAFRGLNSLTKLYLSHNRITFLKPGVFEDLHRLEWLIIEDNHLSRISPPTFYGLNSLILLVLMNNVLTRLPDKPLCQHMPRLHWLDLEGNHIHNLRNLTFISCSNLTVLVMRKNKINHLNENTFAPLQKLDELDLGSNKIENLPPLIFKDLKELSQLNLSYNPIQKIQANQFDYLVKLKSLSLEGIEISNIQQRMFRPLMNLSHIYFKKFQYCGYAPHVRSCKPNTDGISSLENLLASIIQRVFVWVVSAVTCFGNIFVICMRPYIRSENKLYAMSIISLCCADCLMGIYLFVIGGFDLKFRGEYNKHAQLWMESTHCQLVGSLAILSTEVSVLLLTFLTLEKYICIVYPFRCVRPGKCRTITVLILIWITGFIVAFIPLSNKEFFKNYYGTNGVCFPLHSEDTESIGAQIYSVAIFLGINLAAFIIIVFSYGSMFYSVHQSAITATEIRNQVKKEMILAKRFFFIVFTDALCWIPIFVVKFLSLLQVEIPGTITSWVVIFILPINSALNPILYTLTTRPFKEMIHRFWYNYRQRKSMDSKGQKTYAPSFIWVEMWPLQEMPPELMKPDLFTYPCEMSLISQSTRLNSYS
#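 HEK293 cells stably expressing RXFP1, treated 30 min at 37C with compounds plus PDE4 inhibitor Ro 20174; cAMP measured by HTRF TR-FRET. Normalized to buffer and 29 nM porcine relaxin; EC50 by Hill fit.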
# TrxR1 substrate = qHTS Assay for Substrates of Mammalian Selenoprotein Thioredoxin Reductase 1 (TrxR1): qHTS | AID 588456, 2011 | Potency, µM (series often up to 114 µM), without a hit: top-dose activity change, negative = substrate turnover | actives 0.01% (n = 390,000) | Thioredoxin reductase 1, cytoplasmic (Rattus norvegicus), O89049 | purified TrxR1 substrate turnover, NADPH consumption readout; further: potency means the concentration at half of the fitted maximal effect; on the % scale 0 is the no-effect control and ±100 the full control effect; nearly all actives have a fitted effect of over 50% in size
#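 Rat TrxR1, dispensed at 90 nM, was prereduced with 400 uM NADPH (final) for 5 min at ~22 deg C, then incubated with compound 15 min before 400 uM selenite. A first-read NADPH fluorescence drop versus no-compound background flagged substrates.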
# Vif-APOBEC3F blk = qHTS for Inhibitors of Vif-A3F Interactions: qHTS; actives 0.2% (n = 390,000); Potency, µM (series often up to 46.1 µM), without a hit: top-dose activity, negative = active; AID 602313, 2012; HeLa A3F-eYFP + Vif (tagged APOBEC3F with the HIV-1 protein that degrades it), YFP fluorescence increase; further: potency means the concentration at half of the fitted maximal effect; % of control where 0% means no effect; nearly all actives have a fitted effect of over 65% in size
#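 Fluorescence increase (Ex 488/Em 500-530) after overnight compound treatment at 37 deg C flags inhibition of Vif-driven A3F-eYFP loss in stable HeLa A3F-eYFP/Vif cells seeded overnight beforehand.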
# Vif-APOBEC3G blk = qHTS for Inhibitors of Vif-A3G Interactions: qHTS | HeLa A3G-eYFP + Vif (tagged APOBEC3G with the HIV-1 protein that degrades it), YFP fluorescence, overnight | DNA dC->dU-editing enzyme APOBEC-3G (Homo sapiens), Q9HC16 | actives 0.076% (n = 410,000) | AID 602310, 2012 | Potency, µM (top dose mostly 46.1 µM), for inactives: top-dose activity, negative = active, actives largely listed as inhibitors;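 further: potency means the concentration at half of the fitted maximal effect; on the % scale 0 is the no-effect control and ±100 the full control effect; nearly all actives have a fitted effect of over 60% in size; hits raise eYFP signal because A3G escapes Vif-driven loss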
#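 Read-out is eYFP fluorescence (Ex 488/Em 500-530) from Vif-expressing HeLa A3G-eYFP cells; more signal means A3G escaped Vif-mediated degradation. Cells plated overnight, compound pinned in, incubated overnight at 37 deg C.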
# GRP78 ERSR act = qHTS for Inducers of the Endoplasmic Reticulum Stress Response (ERSR) in Human Glioma: qHTS; Potency, µM, without a hit: at the highest dose activation, hits mostly activators; actives 0.02% (n = 420,000); U87-MG GRP78 promoter luciferase reporter, 16 h; further: potency means the concentration at half of the fitted maximal effect; series mostly up to about 76 µM; % of control where 0% means no effect; nearly all actives have a fitted effect of over 35% in size
#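 Stably transfected U87-MG human glioma cells carrying a GRP78-based luminescent sensor were seeded at 1000 cells/well, pin-dosed with compounds and incubated 16 h. Luciferase reagent was then added, and end-point luminescence was read after 10 min at room temperature.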
# LDHA block = qHTS assay for inhibitors of human lactate dehydrogenase | activity change, % (values are at about 110 or 230 µM) | purified LDHA, NADH/diaphorase-resazurin fluorescence; active compounds read low | L-lactate dehydrogenase A chain (Homo sapiens), P00338 | actives 0.15% (n = 480,000); in the data active means activity change below about -30%; inconclusive means mostly about -25% to -30%;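 further: plate controls were DMSO wells for no effect and wells without enzyme for full effect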
#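 LDH5 2 nM; NADH 0.06 mM, pyruvate 0.2 mM; 200 mM Tris pH 7.4, EDTA, Tween-20; 5 min RT. Detection: diaphorase 0.133 mg/mL + resazurin 37 µM, fluorescence ex540/em590 at 0 and 20 min; normalized to enzyme-free and DMSO wells.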
# USP1 inh = Inhibitors of USP1/UAF1: Primary Screen | actives 0.23% (n = 390,000) | Potency, µM (highest dose often 57.1 µM), without a hit: at the highest dose activity change, negative = inhibition, actives largely listed as inhibitors | AID 743255, 2014 | Ubiquitin carboxyl-terminal hydrolase 1 (Homo sapiens), O94782 | recombinant USP1/UAF1, Ub-Rhodamine cleavage fluorescence; further: potency means the concentration at half of the fitted maximal effect; on the % scale 0 is the no-effect control and ±100 the full control effect; nearly all actives have a fitted effect of over 60% in size; inactives centre near -12
#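 1 nM enzyme complex + cpd, 15 min RT; start with Ub-Rho 150nM final; kinetic fluorescence ex 480/em 540, 6 reads q60 s. Buffer 50mM HEPES pH 7.8, 0.5mM EDTA, 0.1 mg/ml BSA, 1mM TCEP, 0.01% Tween-20.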
# PI4K2A block = qHTS for small molecular inhibitors of PI4K2A; activity change, negative = inhibition, % at 76.9 µM; actives 0.13% (n = 420,000); purified PI4K2A, ADP-Glo luminescence, 1 h; active compounds read low; Phosphatidylinositol 4-kinase type 2-alpha (Homo sapiens), Q9BTU6; AID 1346378, 2018; in the data active means activity change below about -50%; inconclusive means mostly about -30% to -49%;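 further: -100% = wells without enzyme as full effect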
#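 ADP-Glo luminescence measured ADP generated by PI4K2A enzyme (4 ug/mL before mixing) with 1.2 mM PI substrate (pre-mix) and 300 microM ATP (pre-mix). Tris pH7.5 buffer with MgCl2, Triton X-100; 1 h reaction at ambient temperature.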
# * hit, by the source's call; u = inconclusive; x = not tested or not shown; & = joins results of further samples; [ ] = another dose, or the depositor's remark. Unless noted, the call rests on the fitted dose curve; in most records, active means well fitted curve in the direction sought with a large enough effect; inconclusive means small, poorly fitted or top-dose-only effect, or another doubt; inactive means no such curve, though single readings can be large; an effect the other way counts as inactive or inconclusive. Only part of the results is shown, so the mix of outcomes need not match the whole.
SMILES,IDH1 R132H inh,RXFP1 ag,TrxR1 substrate,Vif-APOBEC3F blk,Vif-APOBEC3G blk,GRP78 ERSR act,LDHA block,USP1 inh,PI4K2A block
CN(C)CCNC(=O)c1ccc(Cn2c(SCc3ccc(F)cc3)nc3cccnc32)cc1,0%,15%,19%,u,1%,-1%,6,-14%,-6
COc1ccc(C(=O)CC(=O)C(=O)Nc2cc(OC)c(OC)c(OC)c2)cc1,-8%,0.7%,-8%,2%,-1%,2%,5,-10%,-3
CC(C)(NC(=O)c1cc(Cl)c2ccccc2c1O)C(=O)O,-9%,19%,56%,-3%,-10%,6%,-1,-4%,-4
COc1ccc(-c2noc(CCC(=O)NCCCN3CCC(C)CC3)n2)cc1,-3%,1.7%,11%,-1%,4%,0%,-2,-11%,-3
O=C(c1cc2ccccc2o1)N1CCN=C1SCc1cccnc1,5%,4.3%,-3%,6%,-9%,-2%,0,-1%,-7
C=CCN(c1ccc(C(=O)NCCCn2ccnc2)cc1)S(C)(=O)=O,15%,-0.1%,5%,4%,1%,1%,-4,-23%,-7
Cn1nnc(NC(=O)c2ccc(Br)o2)n1,0%,3.2%,3%,-3%,0%,-3%,-5,-14%,3
CCN(C(=O)c1ccnc(C(C)(C)C)c1)c1ccccc1,-2%,-0.5%,5%[57.1 µM],-4%,3%,-2%,-2,0%,1
CCCCOc1ccc(C(=O)N/C(=C/C=C/c2ccccc2)C(=O)NCCCO)cc1,8%,1.6%,2%[57.1 µM],2%,-1%,0%,-11,-14%,5
CC1CCCC(C)N1C(=O)CSc1nnc(COc2ccc(F)cc2)o1 (centres undefined),-1%,-1.7%,10%[0.0914 µM],-3%,-3%,-6%,-6,-17%,-3
O=C(CCCN=C1NS(=O)(=O)c2ccccc21)OCC(=O)c1ccc(F)c(F)c1,5%,-2.3%,1%,9%,-4%,-1%,-4,-8%,-3
Cc1ccccc1-n1nc(C)c2c1N=C1C(Cl)=CC(Cl)=CN1C2c1ccc(C(=O)O)cc1 (centres undefined),-2%,-0.8%,-6%,6%,3%,-2%,26,-6%,-6
CC1CCCCC1NC1=NCCS1 (centres undefined),-8%,0.1%,-1%[57.1 µM],-1%,0%,-4%,-5,1%,-1
Cn1ccsc1=NC(=O)c1ccc(CS(C)(=O)=O)cc1,0%,4.1%,-17%,-2%,1%,0%,-1,-11%,1
COC(=O)c1ccccc1NC(=O)CSc1nccc(C)n1,-16%,1.0%,-3%,-9%,-6%,2%,0,-1%,0
C[C@H](CCC(=O)NCC(=O)O)[C@H]1CC[C@H]2[C@@H]3[C@H](O)C[C@@H]4C[C@H](O)CC[C@]4(C)[C@H]3C[C@H](O)[C@]12C,23%&6%&29%,0.0%&0.4%&1.1%,-3%&3%&5%,-2%&-7%&-3%,-1%&-1%&-6%,-3%&-4%&-2%,-2&-10&-8,10%&-4%&7%,-2&3&0
CC1CCC2C(=O)N(c3cc(Cl)ccc3OC(=O)c3ccco3)C(=O)C2C1 (centres undefined),4%,4.5%,-8%,1%,-4%,0%,-6,u,16
Cc1cc(OCCn2cc(C(=O)c3cccs3)c3ccccc32)ccc1Cl,-8%,2.4%,1%,-7%,5%,-1%,-8,-21%,1
COc1ccc(CN(C)CC(=O)Nc2cc(OC)c([N+](=O)[O-])cc2C)c(OC)c1,7%,-2.1%,-6%,-6%,-1%,-3%,-1,-8%,-15
CCOc1cc(C2C(C#N)=C(N)SC(N)=C2C#N)ccc1OCCN1CCOCC1,-2%,u,5%,-1%,2%,1%,-2,-8%,-9
CCC(C)NC(=O)c1cn(CC)c2ccc(S(=O)(=O)N3CCCCC3)cc2c1=O (centres undefined),7%&-14%,3.4%&3.3%,-4%&3%,4%&-4%,-5%&1%,-1%&-1%,0&2,-18%&3%,3&-2
O=C(NN=C1CCC(c2ccccc2)CC1)c1cc2c(s1)CCCC2 (centres undefined),8%,3.1%,-5%,6%,-19%,1%,-2,-20%,5
COc1cc([N+](=O)[O-])cc(/C=N/NC(=O)c2cc(-c3ccccc3)nc3ccccc23)c1O,-4%,1.3%,2%[57.1 µM],-22%,-11%,-4%,-2,u,-3
Cc1ccc(-c2c(C(=O)N/N=C/C3CCCCC3)nnn2-c2nonc2N)cc1,-5%,-0.1%,1%,-4%,-1%,2%,-2,-21%,4
COc1ccc(NC2CCCN(C(=O)CCc3ccccc3F)C2)cc1 (centres undefined),2%,4.1%,9%[57.1 µM],-11%,0%,2%,3,-25%,-4

# 6 entries out of the list, arranged by formula weight, lowest first.
SMILES,IDH1 R132H inh,RXFP1 ag,TrxR1 substrate,Vif-APOBEC3F blk,Vif-APOBEC3G blk,GRP78 ERSR act,LDHA block,USP1 inh,PI4K2A block
COC(=O)c1ccccc1NC(=O)CSc1nccc(C)n1,-16%,1.0%,-3%,-9%,-6%,2%,0,-1%,0
O=C(NN=C1CCC(c2ccccc2)CC1)c1cc2c(s1)CCCC2 (centres undefined),8%,3.1%,-5%,6%,-19%,1%,-2,-20%,5
C=CCN(c1ccc(C(=O)NCCCn2ccnc2)cc1)S(C)(=O)=O,15%,-0.1%,5%,4%,1%,1%,-4,-23%,-7
CCC(C)NC(=O)c1cn(CC)c2ccc(S(=O)(=O)N3CCCCC3)cc2c1=O (centres undefined),7%&-14%,3.4%&3.3%,-4%&3%,4%&-4%,-5%&1%,-1%&-1%,0&2,-18%&3%,3&-2
CCCCOc1ccc(C(=O)N/C(=C/C=C/c2ccccc2)C(=O)NCCCO)cc1,8%,1.6%,2%[57.1 µM],2%,-1%,0%,-11,-14%,5
COc1cc([N+](=O)[O-])cc(/C=N/NC(=O)c2cc(-c3ccccc3)nc3ccccc23)c1O,-4%,1.3%,2%[57.1 µM],-22%,-11%,-4%,-2,u,-3

# Going on with the list.
SMILES,IDH1 R132H inh,RXFP1 ag,TrxR1 substrate,Vif-APOBEC3F blk,Vif-APOBEC3G blk,GRP78 ERSR act,LDHA block,USP1 inh,PI4K2A block
COc1ccc(/C=C/C(=O)Nc2c(C)nn(C)c2C)cc1COc1ccc(Cl)cc1Br,8%,-4.2%,3%,2%,-1%,-5%,-1,-13%,4
CC(=O)N(NC(=O)c1ccc(C)cc1)C1CC(=O)N(c2ccccc2Cl)C1=O (centres undefined),-4%,-0.2%,9%[57.1 µM],-3%,2%,-3%,-4,-1%,8
Cc1ccccc1C(=O)N1CC(=O)Nc2ccc(F)cc2C1c1ccc(F)cc1 (centres undefined),0%,-1.4%,10%[57.1 µM],11%,-2%,0%,-15,-2%,0
CCOc1ccc(N2CC(C(=O)Oc3ccccc3)CC2=O)cc1 (centres undefined),3%,0.7%,12%,-18%,-4%,2%,-6,3%,-1
COc1ccc2oc(C)c(C(=O)c3ccc([N+](=O)[O-])cc3)c2c1,12%,2.8%,2%,0%,-1%,0%,-6,-8%,7
Cc1nnc(SCC(=O)Nc2ccc(Br)cc2)[nH]c1=O,0%,-1.8%,4%,8%,3%,-3%,-13,-9%,-2
O=[N+]([O-])c1ccc(NCCNc2ccc([N+](=O)[O-])cc2)cc1,6%,x,-4%[57.1 µM],2%,-1%,-3%,2,2%,-1
O=S(=O)(c1ccccc1)N1c2cc(Cl)ccc2Oc2nc3ccccc3nc21,2%,-0.8%,-19%,-1%,-18%,-1%,-4,-3%,4
CC1CCCN(S(=O)(=O)c2cccc(C(=O)NCc3ccco3)c2)C1 (centres undefined),0%,0.2%,-8%,6%,1%,-4%,-3,-2%,-5
CC(C)(C)OC(=O)n1cccc1/C=C1\c2ccccc2C(=O)N1c1ccccc1,-12%,x,-8%,-3%,-3%,2%,1,-13%,-3
COc1ccc(NC(=O)CS(=O)c2ccc(Cl)c(Cl)c2)cc1 (centres undefined),2%,-2.1%,1%,1%,1%,-2%,-1,-16%,0
CC1CCc2nn(CC(=O)NCc3ccc(F)cc3)cc2C1 (centres undefined),-7%,1.3%,7%[57.1 µM],-6%,-18%,0%,-4,-18%,-1
CCCN(C(=O)CSc1ncccn1)C1CCS(=O)(=O)C1 (centres undefined),0%,x,3%,-2%,2%,-3%,-8,-16%,5
Cc1onc(-c2c(F)cccc2Cl)c1C(=O)NCCc1ccc(S(N)(=O)=O)cc1,14%,1.5%,1%,-3%,1%,-5%,-8,-7%,-1
